NOD2 inhibition: NOD2 signaling inhibitors, cell-based, luminescence, uHTS, HEK293 (AID 1566). HEK293 NOD2/NF-kB luciferase reporter, luminescence; higher % means a stronger effect. inhibition, % at 4 µM, or EC50 in µM where a hit was titrated. 0.63% of 290,000 active; note: many of its hits are not listed in these tables
TNAP activators: human TNAP enzyme activators, primary screen, biochemical, luminescent, no phosphate acceptor, uHTS (AID 1001); purified TNAP, luminescent activation assay, no phosphate acceptor; higher activation fold means a stronger effect; activation fold at 20 µM, or EC50 in µM where a hit was titrated; 0.03% of 200,000 active; in the data active = activation fold from about 3, or a potency from the dose series; inactive = the rest, 99 in 100 with activation fold below about 1.6; note: many of its hits are not listed in these tables
NTR1 ag: agonists of NTR1, primary screen, imaging, U2OS cells, beta-arrestin-GFP, high content (AID 493036). 0.17% of 330,000 active. Neurotensin receptor type 1 (Homo sapiens), P30989. activation, % at 20 µM. NTR1-U2OS beta-arrestin-GFP spot imaging, agonist mode;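 active = activation at or above 40% of the spot to cytoplasm intensity ratio, with at least 20 cells analyzed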;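 note: 0% = DMSO without peptide and 100% = 100 nM NTR1 peptide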
Target sequence (P30989 whole entry, looked up): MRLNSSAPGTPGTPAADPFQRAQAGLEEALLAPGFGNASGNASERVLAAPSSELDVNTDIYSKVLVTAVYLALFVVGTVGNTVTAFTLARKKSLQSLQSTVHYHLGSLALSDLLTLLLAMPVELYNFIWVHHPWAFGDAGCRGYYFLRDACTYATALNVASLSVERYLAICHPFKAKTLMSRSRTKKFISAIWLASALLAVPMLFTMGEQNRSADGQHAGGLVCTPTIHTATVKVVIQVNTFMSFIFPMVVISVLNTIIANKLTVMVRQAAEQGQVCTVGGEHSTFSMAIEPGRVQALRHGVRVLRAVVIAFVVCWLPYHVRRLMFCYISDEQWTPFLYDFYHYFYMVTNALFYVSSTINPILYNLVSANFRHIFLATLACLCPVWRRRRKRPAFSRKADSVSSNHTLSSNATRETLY
CSM14.1 death rescue: rescue of cells from ER stress-induced death, primary screen, 384-well, CSM14.1, thapsigargin, ATP luminescence (AID 1222); CSM14.1 thapsigargin-induced death rescue, ATP luminescence; higher % means a stronger effect; cellular ATP content (survival), % at 20 µM, or EC50 in µM where a hit was titrated; 190,000 tested, under 10 active;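 active = EC50 below 50 µM in the dose-response confirmation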;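 note: death triggered by thapsigargin at about 15 µM added after 2 h compound pretreatment; cell ATP read after overnight thapsigargin exposure of roughly 18 to 22 hours; normalized against plate controls of thapsigargin alone and 5% DMSO vehicle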
Yfh1-off respiration: enhancers of respiration in Yfh1-depleted yeast, dose response, Friedreich's ataxia, plus single-dose screen (AID 1465); fold induction at 50 µM; hits with a dose series show EC50 in µM; 0.074% of 220,000 active; S. cerevisiae Yfh1-off respiration, WST-1 reduction, 72 h; higher fold induction means a stronger effect;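 active = fold induction of absorbance versus untreated yeast above a set limit, then at least 30% activation at any dose in follow-up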;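 note: activators that raise dye reduction in frataxin-depleted yeast; strong numbers were not always called active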
NOD1 NF-kB reporter: NOD1 signaling inhibitors, primary screen, cell-based, luminescence, uHTS (AID 1578) | NOD1-driven NF-kB luciferase reporter cells, luminescence; higher % means a stronger effect | one-dose inhibition, % at 4 µM; EC50 in µM for titrated hits | 1% of 290,000 active; in the data active = inhibition mostly above about 36%, no sharp cut-off; inactive = mostly below about 34%;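 note: HEK-293T reporter cells stimulated with the NOD1 agonist gamma-tri-DAP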
GPR55 activation: GPR55 agonists via beta-arrestin recruitment, primary screen, imaging, U2OS cells, beta-arrestin-GFP redistribution (AID 1961) | U2OS GPR55 beta-arrestin-GFP redistribution imaging; higher % means a stronger effect | activation, % at 10 µM; hits with a dose series show EC50 in µM | 0.048% of 290,000 active;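 active = activation above 40% with more than 50 cells counted in the well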;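 note: U2OS osteosarcoma cells stably expressing GPR55 and beta-arrestin-GFP; plate controls were DMSO negative control for no effect and LPI positive control for full effect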
KOR beta-arrestin-1: KOR antagonists, beta-arrestin recruitment, cell-based, luminescence, uHTS (AID 1778) | 0.091% of 290,000 active | KOR beta-arrestin recruitment, luminescence, antagonist mode; higher % means a stronger effect | Kappa-type opioid receptor (Homo sapiens) | inhibition, % at 10 µM; hits with a dose series show IC50 in µM; note: strong numbers were not always called active
KOR beta-arrestin-2: KOR agonists, beta-arrestin recruitment, primary screen, cell-based, luminescence, uHTS (AID 1777) | Kappa-type opioid receptor (Homo sapiens) | KOR beta-arrestin recruitment, luminescence; higher % means a stronger effect | activation, % at 10 µM; hits with a dose series show EC50 in µM | 0.02% of 280,000 active; in the data active = activation above about 50%, passing the limit was not always enough; note: a part of the inactive calls stands beside numbers as strong as those of hits
NTR1 ag cell count 20 µM: also measured in NTR1 ag; calls as there; cell count; measured here: cell count, cytotoxicity flag
Active calls of the source: *; i = inactive; . = no result given; [ ] = remark or other dose. Cut-off read from the data, not from the text of the source, unless noted: active = inhibition above about 50%; inactive = the rest.

Below each compound – NOD2 inhibition, TNAP activators, NTR1 ag, NTR1 ag cell count 20 µM, CSM14.1 death rescue, Yfh1-off respiration, NOD1 NF-kB reporter, GPR55 activation, KOR beta-arrestin-1, KOR beta-arrestin-2
Cc1cccc(N2CCN(S(=O)(=O)c3ccc4c(c3)NC(=O)C(C)S4)CC2)c1C (configuration not stated)
    40%, ., 12, 68, ., ., 29%, -0.2%, -6%, 4.0%
CCOC(=O)c1ccc(N2C(=O)C3CC=CCC3C2=O)cc1 (configuration not stated)
    -34%, 1.1, 0.2, 53, ., i, -26%, 0.2%, 1%, -3.0%
Cn1c(=O)c2c(nc(CN3CCN(c4ccc(F)cc4)CC3)n2Cc2ccccc2F)n(C)c1=O
    14%, 1.1, 11, 100, -1.5%, i, 24%, -0.3%, -28%, 4.9%
CCS(=O)(=O)Nc1cc(OC)c(OC)cc1Cc1nccc2cc(OC)c(OC)cc12
    7%, ., 1.3, 69, ., i, -2%, 0.0%, 5%, 1.9%
C=CCNc1cnn(-c2ccc(C)cc2)c(=O)c1Sc1ccc(C)cc1
    22%, 1.7, 2.9, 34, -0.5%, i, 12%, 0.2%, 9%, -3.5%
O=C(NCc1ccccc1F)C1CCCN1S(=O)(=O)c1ccc(Cl)cc1 (configuration not stated)
    -4%, ., -1.7, 65, ., ., -1%, -0.1%, -12%, -0.4%
CCCn1c2ccccc2c2cnn(CC(=O)NCCCOC)c(=O)c21
    26%, ., -1.0, 117, ., ., -14%, 1.2%, -18%, -0.3%
CCn1c(CN2CCN(Cc3ccc(C)cc3)C(CCO)C2)nc2ccccc21 (configuration not stated)
    -3%, 1, 0.9, 82, -1.1%, i, -39%, -0.3%, 7%, 1.7%
COc1cnc(N(C)C)nc1Sc1cccc(Cl)c1
    13%, 1.1, 2.6, 58, -0.6%, i, 4%, 0.0%, 14%, -2.8%
CC1=NOC(=O)/C1=C\c1ccc(-c2cccc(Cl)c2)o1
    -9%, 1, 30, 49, 0.0%, i, 25%, 0.0%, -64%, -0.6%
CCOc1ccc(C2CC(c3c(O)c4ccccc4oc3=O)=NN2c2ccccc2)cc1OC (configuration not stated)
    7%, 1.2, 2.8, 53, 0.6%, i, -24%, 8.6µM*, 20%, 0.6%
CCN(CC)S(=O)(=O)c1ccc(N2CCc3ccccc3C2)nc1
    -13%, ., 12, 43, ., ., 9%, 1.0%, -9%, -0.2%
CCC1Oc2ccccc2N(CC(=O)NC2CC2)C1=O (configuration not stated)
    3%, ., -2.7, 46, ., ., -27%, 0.2%, -2%, -3.0%
COc1nc(NC(=O)c2ccc(F)cc2)nc(OC)c1-c1ccccc1
    -24%, ., 3.3, 54, ., ., 31%, 0.2%, 8%, -4.2%
C/C(Cc1ccccc1)=N\NC(=O)c1ccccn1
    -5%, ., 0.4, 56, ., ., -40%, -0.1%, -15%, 2.6%
O=C(COc1ccc(Cl)cc1Cl)Nc1ccc2nc3n(c(=O)c2c1)CCCC3
    -2%, 1.1, 8.0, 39, -0.2%, i, -13%, -0.1%, 3%, -3.6%
CCCCc1cc(=O)oc2cc(C)cc(OCC(=O)NCCN3CCOCC3)c12
    0%, ., -0.4, 57, ., ., -33%, -0.2%, -8%, 2.3%
O=C(O)c1cc(Br)ccc1NN=C1CCCCC1
    -8%, 1.1, 5.9, 64, -0.8%, i, -27%, -0.4%, 28%, -0.5%
O=C(N/N=C/c1c(O)n(-c2ccc(Cl)cn2)c(=O)c2ccccc12)C1CC1
    3%, 1.3, 0.9, 68, 4.0%, i, -31%, -0.1%, 42%, -1.5%
O=C(COC(=O)Cc1ccc(Cl)cc1Cl)NCCC1=CCCCC1
    2%, 1.1, -0.3, 69, -0.3%, i, -7%, 0.3%, 1%, -4.6%
CC1CCCN(c2ccc(C(=O)Nc3cccnc3)cc2[N+](=O)[O-])C1 (configuration not stated)
    19%, 1, 2.7, 43, -0.4%, i, -18%, 0.2%, -9%, -1.9%
COc1ccc(NS(=O)(=O)c2ccc(NC(=S)NC(=O)C(C)C)cc2)cc1
    31%, 1.1, 1.2, 58, -3.6%, i, 17%, 0.0%, 6%, -2.3%
O=C(NCc1ccccc1)c1cc2nc(C3CC3)cc(C(F)(F)F)n2n1
    6%, 1.1, 0.8, 92, 2.4%, i, -2%, -0.1%, -16%, 5.9%
COc1ccc(C(=O)NCc2nnc(SCC(=O)Nc3ccccc3OC)n2C)cc1
    24%, 1.1, 2.4, 46, -1.6%, i, -10%, 0.3%, -17%[20 µM], -4.3%
CC(C)OCCCn1c(=O)c2ccccc2n2c(CCC(=O)O)nnc12
    -34%, ., 1.1, 89, ., ., 11%, -0.1%, 4%, -1.3%
CCOC(=O)c1cc(-c2ccc(F)cc2)n(CC(=O)NCc2cccnc2)c1C
    -8%, 1.1, -2.8, 74, 1.3%, i, -27%, -0.6%, -13%, -0.7%
CCOc1ccc(-c2nnn(CC(=O)NCc3ccc(OC)cc3)n2)cc1OCC
    1%, 1.1, 1.5, 59, 1.5%, i, -17%, 0.3%, 11%, -4.6%
Oc1ccc(N2CCN(c3ncnc4sc(-c5ccccc5)cc34)CC2)cc1
    0%, 1, ., ., -0.1%, i, -25%, -0.5%, -297%, 22%
O=c1c2ccccc2oc2ccc(Oc3ccccc3)cc12
    -90%, ., 8.3, 62, ., ., -92%, 0.4%, -3%[20 µM], 0.6%
COc1ccc(CCN2C(=O)NC(NC(C)=O)(C(F)(F)F)C2=O)cc1OC (configuration not stated)
    3%, 1.1, 2.0, 31, 1.5%, i, -18%, -0.1%, 6%, 1.0%

Next section
SMILES,NOD2 inhibition,TNAP activators,NTR1 ag,NTR1 ag cell count 20 µM,CSM14.1 death rescue,Yfh1-off respiration,NOD1 NF-kB reporter,GPR55 activation,KOR beta-arrestin-1,KOR beta-arrestin-2
Cc1ccc(-n2ncc3c(Nc4cccc(C(=O)O)c4)ncnc32)cc1,-55%,1.1,-0.1,37,0.3%,.,-34%,-0.1%,-39%,1.3%
COCCNC(=O)C(c1ccc(C)o1)N(Cc1ccc(OC)cc1)C(=O)Cn1nnc2ccccc21 (configuration not stated),-1%,1.1,-1.4,48,1.7%,i,-5%,-0.3%,22%,-0.9%
Cc1ccc(S(=O)(=O)N/N=C/c2c(F)cccc2Cl)cc1,9%,1.1,1.9,32,-1.4%,i,-8%,0.2%,19%,1.1%
CCOC(=O)Cn1c(-c2cccnc2Cl)nc2cc(Cl)c(Cl)cc21,8%,1.1,3.3,61,-1.0%,i,-9%,0.2%,-13%,1.1%
COC(=O)c1c(-c2c(Cl)cccc2Cl)noc1C(=O)NNC(=O)N(C)C,-8%,.,1.9,41,.,i,-6%,0.2%,-15%,-3.3%
CC(=O)Nc1ccc(S(=O)(=O)NCC2CCC(C(=O)NC(C)c3ccc4c(c3)OCCO4)CC2)cc1 (configuration not stated),9%,1,1.6,38,-0.4%,i,-12%,0.1%,-4%,-5.5%
Cc1ccc(C=Nc2ccccc2C(N)=O)o1,12%,1,2.8,67,-7.6%,i,30%,0.4%,12%,4.2%
CN1CCN(C(=O)c2ccc(CSc3nc4ccncc4n3Cc3ccc(F)cc3)cc2)CC1,5%,0.9,3.2,53,-3.3%,i,-31%,0.3%,-3%,2.5%
CCC(C)N1CCN(S(=O)(=O)Cc2ccccc2)CC1 (configuration not stated),-19%,.,13,41,.,.,-22%,0.2%,-18%,-0.3%
Cc1ccccc1N1CC(C(=O)Nc2nnc(SCCN3CCOCC3)s2)CC1=O (configuration not stated),1%,.,-0.1,60,.,.,-9%,-0.1%,2%,0.9%
CCNc1nc(Oc2ccc(C#N)cc2)cc(C(F)(F)F)n1,22%,1.1,6.5,32,0.9%,i,-8%,-0.1%,-24%[20 µM],-8.3%
CN(C)S(=O)(=O)c1ccc(Cl)c(NC(=O)CN2CCC(Cc3ccccc3)CC2)c1,-104%,1,4.5,20,-2.8%,i,-15%,0.1%,-5%,-8.3%
O=C(/C=C/c1ccc2c(c1)OCO2)N1CCN(c2n[nH]c(=O)[nH]c2=O)CC1,10%,.,2.8,54,.,i,-4%,0.4%,-29%,.
CC1(C)CC(=O)C(C=NCCN2CCN(C(=O)CCl)CC2)=C(O)C1,11%,.,-0.9,56,.,i,-8%,-0.3%,-8%,-2.2%
COCc1cc(C)nc2sc(C(=O)Nc3ccccc3OC)c(N)c12,47%,.,1.7,44,.,.,-22%,-0.2%,0%,7.9%
O=C(O)c1ccc(N2C(=O)c3[nH]nc(-c4ccccc4)c3C2c2ccccc2)cc1 (configuration not stated),2%,0.9,1.4,48,-4.1%,i,-34%,0.1%,9%,5.4%
COc1ccc(Oc2nc(C(F)(F)F)nc3ccccc23)cc1,9%,1,4.5,44,-3.4%,i,10%,-0.1%,8%,-0.6%
CCOC(=O)CN1C(=O)C(O)(CC(=O)c2ccc3c(c2)CCCC3)c2ccccc21 (configuration not stated),9%,1,0.5,55,-2.5%,i,-2%,-0.2%,-20%,-6.6%
CCCCCOC(=O)CSc1nnc(-c2ccccc2)c(=O)[nH]1,9%,1.1,0.2,57,0.1%,i,-21%,0.3%,-20%,1.9%
CCCN1C(=O)C(Cc2nc3ccccc3c(=O)n2-c2ccccc2)c2cc(C)ccc21 (configuration not stated),9%,1.1,4.4,56,0.6%,i,-20%,1.0%,17%,3.4%
COCCSc1ccccc1C(=O)N1CCC(Cc2ccccc2)CC1,19%,1.1,2.4,39,-2.4%,i,19%,0.1%,-39%[20 µM],2.4%
N#CC1CCN(C(=O)c2ccc3c(Cl)c4c(nc3c2)CCCC4)CC1,7%,.,1.1,70,.,.,-30%,0.3%,-24%,3.7%

Complete entries, looked up by structure. Order of screens: NOD2 inhibition | TNAP activators | NTR1 ag | NTR1 ag cell count 20 µM | CSM14.1 death rescue | Yfh1-off respiration | NOD1 NF-kB reporter | GPR55 activation | KOR beta-arrestin-1 | KOR beta-arrestin-2
Record of `O=C(O)c1ccc(N2C(=O)c3[nH]nc(-c4ccccc4)c3C2c2ccccc2)cc1` (configuration not stated) → 2% | 0.9 | 1.4 | 48 | -4.1% | i | -34% | 0.1% | 9% | 5.4%
Record of `CCCCCOC(=O)CSc1nnc(-c2ccccc2)c(=O)[nH]1` → 9% | 1.1 | 0.2 | 57 | 0.1% | i | -21% | 0.3% | -20% | 1.9%
Record of `CC1(C)CC(=O)C(C=NCCN2CCN(C(=O)CCl)CC2)=C(O)C1` → 11% | . | -0.9 | 56 | . | i | -8% | -0.3% | -8% | -2.2%

High-throughput results: PubChem, several laboratories

The list is partial; the hit share may differ from the screen's.
